# Compound activity from PubChem BioAssay.
# BoNT F protease – blocks Botulinum neurotoxin F light chain protease. AID 588497. inhibition, % at 10 µM. 360,000 tested, 0.22% active. Multiplex microsphere protease cleavage assay, flow cytometry; in the data active = inhibition above about 35%, passing the limit was not always enough; inconclusive = no clear call, values can overlap the other calls; note: plate controls were buffer without enzyme for full effect and enzyme alone for no effect
# Mtb FBA inh – inhibitors of M. tuberculosis fructose-bisphosphate aldolase. P9WQA3. purified M. tuberculosis FBA, fluorescence read-out. inhibition, % at 1 µM. 360,000 tested, 2.3% active; in the data active = inhibition above about 27%;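 note: 0% = vehicle and 100% = reference inhibitor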
# Target sequence (P9WQA3 whole entry, looked up): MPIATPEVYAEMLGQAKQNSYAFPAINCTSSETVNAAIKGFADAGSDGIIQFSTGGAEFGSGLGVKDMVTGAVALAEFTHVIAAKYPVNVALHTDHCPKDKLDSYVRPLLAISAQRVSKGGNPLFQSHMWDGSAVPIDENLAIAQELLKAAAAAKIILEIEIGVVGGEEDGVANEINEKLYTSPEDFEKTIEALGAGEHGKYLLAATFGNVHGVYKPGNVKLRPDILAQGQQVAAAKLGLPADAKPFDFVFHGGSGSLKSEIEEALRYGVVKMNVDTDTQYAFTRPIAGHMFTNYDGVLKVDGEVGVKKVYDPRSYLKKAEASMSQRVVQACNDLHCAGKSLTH
# CCHF vOTU inh – blocks the CCHF virus ovarian tumor domain protease. CCHFV vOTU protease, Pep-AMC fluorescence. inhibition, % at 11.5 µM. 370,000 tested, 0.55% active; note: 0% = vehicle wells with enzyme and 100% = no enzyme wells
# BioA inh – blocks M. tuberculosis BioA enzyme activity; purified M. tuberculosis BioA enzyme, plate reader; inhibition, % at 9.99 µM; 360,000 tested, 0.096% active; in the data active = inhibition above about 40%; inconclusive = no clear call, values can overlap the other calls
# UGM FP inh – blocks M. tuberculosis UGM enzyme; P9WIQ1; purified UGM, fluorescence polarization probe displacement; inhibition, % at 10 µM; 320,000 tested, 0.06% active; in the data active = inhibition above about 10%, passing the limit was not always enough; inconclusive = no clear call, values can overlap the other calls
# Target sequence (P9WIQ1 whole entry, looked up): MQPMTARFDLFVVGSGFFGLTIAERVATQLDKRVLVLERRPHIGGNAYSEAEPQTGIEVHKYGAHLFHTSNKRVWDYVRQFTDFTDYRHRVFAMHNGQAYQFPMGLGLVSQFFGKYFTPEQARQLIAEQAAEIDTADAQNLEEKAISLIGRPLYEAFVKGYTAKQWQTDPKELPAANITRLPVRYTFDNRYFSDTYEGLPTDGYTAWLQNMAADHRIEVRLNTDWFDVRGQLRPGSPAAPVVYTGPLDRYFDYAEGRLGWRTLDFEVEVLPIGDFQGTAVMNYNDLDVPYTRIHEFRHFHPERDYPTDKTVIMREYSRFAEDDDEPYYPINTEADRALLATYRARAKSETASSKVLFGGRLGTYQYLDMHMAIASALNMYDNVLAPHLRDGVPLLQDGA
# PrPC surface inh – reduces human prion protein on the cell surface. P04156. cell surface PrPC, TR-FRET read-out. inhibition, % at 13.8 µM. 370,000 tested, 0.43% active; in the data active = inhibition above about 24%; note: 0% = median of the test wells and 100% = reference compound wells
# BoNT A protease – BoNT A light chain protease inhibition; multiplex microsphere protease substrate cleavage, flow cytometry; inhibition, % at 10 µM; 360,000 tested, 0.17% active; in the data active = inhibition above about 30%; inconclusive = no clear call, values can overlap the other calls; note: plate controls were buffer without enzyme for full effect and enzyme alone for no effect
# GDH-TPI inh – inhibits GDH-TPI coupling enzymes, artifact for Mtb FBA screen; GDH-TPI coupled enzyme counterscreen, NADH absorbance; inhibition, % at 4.8 µM; 360,000 tested, 1.2% active; AID 588335;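 note: 0% = DMSO wells and 100% = wells lacking the enzyme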
# FadD28 FP inh – blocks FadD28 binding to the bisubstrate probe; fluorescence polarization; inhibition, % at 12.5 µM; 360,000 tested, 0.22% active; AID 588549; in the data active = inhibition above about 8.5%, passing the limit was not always enough; inconclusive = no clear call, values can overlap the other calls
# Active calls of the source: *; ? = inconclusive; nt = not tested or not shown; & = joins results of further samples. Cut-off read from the data, not from the text of the source, unless noted: active = inhibition above about 30%; inactive = the rest.
SMILES,BoNT F protease,Mtb FBA inh,CCHF vOTU inh,BioA inh,UGM FP inh,PrPC surface inh,BoNT A protease,GDH-TPI inh,FadD28 FP inh
COc1ccc(NC(=O)C(c2ccccc2)N2CCN(c3ccccn3)CC2)cc1Cl (configuration not stated),2,1,29,nt,-1.1,7,-0.3,2,-2.7
COc1ccc(NC(=O)N(C)C[C@H]2Oc3c(NC(=O)Nc4ccc5c(c4)OCO5)cccc3C(=O)N([C@H](C)CO)C[C@@H]2C)cc1,2,3,-1,1.4&7.6,-1.6,-4,-0.2,14,0.6
CC12Cc3cnoc3C=C1CCC1C2CCC2(C)C1CCC2(C)O (configuration not stated),0,0,5,0.0,nt,3,0.3,-1,-14
O=C(COc1ccc(Cl)cc1)Nc1cccc(S(=O)(=O)NC2=NCCCCC2)c1,-17,-2,-11,-0.3,1.9,12,-5.8,-12,-4.5
CC1(C)CC(=O)C2=C(C1)OC(c1ccc(O)cc1)C(C#N)=C2N (configuration not stated),-12,0,-9,4.8,6.2,8,0.6,4,0.3
COc1ccc(-c2nnc3n(CCc4ccccc4)c(=O)c4ccccc4n23)c(OC)c1,-2,-1,11,-0.5,-1.0,5,0.8,-8,-3.1
O=C(CSc1c[nH]c2ccccc12)NCC1CCCO1 (configuration not stated),-4,-1,1,-2.7,-0.1,-1,-0.6,-2,-4.4
CC(C)c1nc(SCC(=O)Nc2cccc(C(F)(F)F)c2)c2c(=O)n(C)c(=O)n(C)c2n1,-1,-1,10,-2.8,3.0,12,-0.6,3,0.2
COc1ccc(C(=O)CCN2CCN(c3ccc(OC)cc3)CC2)cc1,6,5,-8,0.0,-2.3,-3,2.1,-2,2.4
CCS(=O)(=O)N1CCN(C(=O)c2ccccc2)CC1,11,-2,-2,-0.7,2.7,1,7.4,12,0.9
O=C(CCn1c(=O)oc2ccccc21)Nc1ccc(N2CCOCC2)cc1,-1,0,-9,1.4,-1.4,2,-0.2,0,-0.9
CCOc1ccc(S(=O)(=O)N2CCN(c3ccc(OC)cc3)CC2)c2cccnc12,2,-1,8,-0.5,-2.4,0,-0.5,-1,-0.2
CCOC(=O)C1=C(c2ccccc2)NC(SCC(N)=O)=C(C#N)C1c1cccnc1 (configuration not stated),4,0,4,2.1,-3.2,-4,2.7,-4,-3.8
O=c1c2ccccc2oc2cc(OCc3cccc(F)c3)cc(O)c12,15,4,-11,-1.0,-0.3,-2,-2.4,8,nt
CN1CCCN(C(=O)CSc2ccccc2)CC1,4,1,1,-0.8,0.6,1,-0.7,5,0.1
CN1Cc2c(N3CCOCC3)nc3sc(C#N)c(N)c3c2CC1(C)C,?,78*,-67,nt,-2.4,-6,?,6,-1.6
CN1CCN(NC(=O)c2cccc(C(F)(F)F)c2)CC1,0,6,-8,nt,-0.5,4,0.4,-6,-1.5
Cc1cc(F)ccc1-c1cc(C(=O)NCc2ccco2)[nH]n1,-4,-2,2,1.1,nt,2,-1.0,8,-0.7
CC(C)=CCCC(C)NC(=O)NC1CCCCC1 (configuration not stated),0,-1,12,-1.0,0.4,0,0.5,4,0.2
O=C(c1ccc(-c2ccccc2Cl)o1)N1CCCC(C(F)(F)F)C1 (configuration not stated),-5,5,23,1.2,-0.4,7,-4.3,0,-3.3
CCOc1ccc(CN(C)C(=O)c2cccc(S(=O)(=O)Nc3ccccc3OC)c2)cc1OC,-2,5,-7,2.1,nt,-1,0.0,0,-0.4
C=CCc1cc(CN2CC(C)OC(C)C2)c(O)c(OC)c1 (configuration not stated),-4,3,-9,0.0,nt,5,-0.3,12,nt
COc1ccc(S(=O)(=O)N2CCC(C(=O)N3CCCC3)CC2)cc1C,-4,0,0,-0.5,-0.9,2,-0.9,2,1.0
CCOC(=O)C(NC(=O)Nc1ncccn1)(Oc1ccccc1)C(F)(F)F (configuration not stated),8,2,6,-0.7,-1.5,-6,-0.7,5,-0.9
N#CC1=C(SCC(=O)c2ccc(Cl)cc2)NC2=C(C(=O)CCC2)C1c1ccco1 (configuration not stated),-6,-9,11,22,-1.4,-5,7.3,12,-1.4
CCOc1ccc(S(=O)(=O)N(C)CC(=O)N2CCN(CC)CC2)cc1,3,-1,1,-1.4,-1.5,-9,0.9,-1,-4.4
COc1ccc(CNC(=S)Nc2ccccc2F)cc1,-11,-1,11,-0.2,2.5,-5,1.8,-11,-1.4
COCCn1c(C)cc(C(=O)CSc2nc3ccccc3s2)c1C,-12,2,-5,1.0,2.3,13,-0.9,-9,-4.5
C=CCN1C(=O)c2ccc(C(=O)N3CCN(S(=O)(=O)c4cccc(Cl)c4)CC3)cc2C1=O,-6,2,-1,-1.3,-0.9,1,0.9,0,-1.0
CCNC(=O)C1Cc2cc(S(=O)(=O)N3CCCC3)ccc2N1C(C)=O (configuration not stated),2,-1,18,6.5,0.8,-5,-0.4,3,-3.5
O=C(O)c1cc(S(=O)(=O)Nc2cccc(S(=O)(=O)N3CCCC3)c2)ccc1Cl,15,2,0,-1.9,nt,3,3.3,0,-0.9
CCOC(=O)NN1C(=O)c2ccccc2NC1c1ccccc1 (configuration not stated),-5,39*,-56,2.5,-4.0,-4,0.2,8,-0.8
O=C(N/N=C/c1ccc(Br)cc1)c1ccc(F)cc1,3,-5,-3,0.5,-0.1,-4,-0.3,7,-1.6
O=C(COC(=O)/C=C/c1ccc(Br)o1)Nc1ccc2[nH]c(=O)[nH]c2c1,0,-1,-12,-0.5,7.3,-2,-1.2,6,-0.1
O=C(CC1SC(N2CCCCC2)=NC1=O)Nc1cccc(C(F)(F)F)c1 (configuration not stated),0,-1,10,-0.7,5.0,10,-0.8,3,-2.0
CN(c1ccc(OCC(=O)Nc2ccccc2C(=O)O)cc1)S(=O)(=O)c1ccc(Cl)cc1,-4,1,11,2.5,5.5,2,-0.7,1,-6.7
COc1ccc(-c2[nH]ncc2/C=N/NC(=O)c2ccncc2)c(OC)c1,7,-2,-7,-0.5,-1.0,2,1.9,14,-6.2
CCOC(=O)N1CCN(c2c(Nc3cc(C)[nH]n3)c(=O)c2=O)CC1,7,2,2,-1.9,-0.4,-3,-0.5,30,-0.9
CCCCN(C(=O)c1cccc(-c2ccc(OC(C)=O)cc2)c1)c1c(N)n(CCC)c(=O)[nH]c1=O,12,2,3,-1.7,4.0,1,-0.7,14,-3.7
Cc1cccc(C2=NN(c3ccccc3)[C@@H](C(=O)N3CCOC3=O)[C@@H]2c2ccc(Cl)cc2)c1,-5,19,-10,1.2,nt,6,0.2,-3,-3.5
CCOC(=O)C(=O)NNc1ccc(Cl)cc1,0,-3,-3,nt,-2.7,9,0.0,-2,-1.9
CCOc1ccc(/C=N/NC(=O)Cc2cccs2)cc1,?,2,4,-1.9,3.3,-4,2.3,7,-2.1
O=C1CCCC(=O)N1c1ccc(NCCOCCO)c([N+](=O)[O-])c1,0,-1,10,-0.2,1.8,-37,0.6,2,-1.2
CCn1c(SCC(=O)N2CCN(c3ccc(F)cc3)CC2)nnc1-c1ccncc1,-4,5,3,0.5,nt,-8,-1.6,1,-1.5
Cc1ccc(C2=[N+]([O-])C(C)(C)CC2)cc1,-2,-1,9,-0.8,1.6,-6,-0.2,-14,-4.3
Cc1nc(CSc2ccc(Br)cc2)cs1,-8,5,5,-0.2,-1.3,6,-1.2,-6,1.6
COC(=O)c1ccc(CN2CCC(Oc3cccc(C(=O)N4CCCC4)c3)CC2)cc1,3,-1,3,-1.3,4.6,2,0.8,20,0.8
CCN1C(=O)N[C@@H](c2cccc(C(F)(F)F)c2)C(C(C)=O)=C1C,0,-2,-3,-0.9,1.0,-9,-0.5,1,-3.5
COc1cc(OC)cc(-c2nc(-c3ccc(Br)cc3)no2)c1,2,1,-10,-5.3,1.0,-3,-0.6,11,-0.2
O=C1NC(=O)c2c(NC(=O)C3CCCO3)cccc21 (configuration not stated),0,36*,-20,-0.8,-1.5,-1,1.3,16,-2.4
# The results go on:
SMILES,BoNT F protease,Mtb FBA inh,CCHF vOTU inh,BioA inh,UGM FP inh,PrPC surface inh,BoNT A protease,GDH-TPI inh,FadD28 FP inh
COc1nc(NCCN2CCOCC2)nc(Nc2ccccc2)n1,-9,0,2,-1.0,4.2,-4,-0.3,-5,-4.7
COc1ccc(NC(=O)CSc2nnc(Cn3c(=O)sc4ccccc43)n2C)cc1,-1,0,3,-0.3,2.0,10,-1.2,-7,-5.1
N#Cc1c(N)nc(SCc2ccccc2)c(C#N)c1-c1ccco1,-10,2,-12,2.0,-2.1,2,0.3,-3,-13
CCOC(=O)N/N=C\c1ccc(OC/C=C/c2ccccc2)c(OC)c1,5,-2,-4,-0.5,1.6,-2,1.7,6,-6.7
CCOC(=O)c1ccc(N2C(=O)C(CC(=O)NC)N(CCc3ccc(OC)c(OC)c3)C2=S)cc1 (configuration not stated),-8,3,5,-0.1&0.6,-2.4,-6,0.2,-4,-1.8
CC(=O)c1cc(-c2ccccc2)n(CC(=O)NCc2cccs2)c1C,10,15,11,2.3,1.9,4,0.4,2,-3.5
Cc1ccccc1CN1[C@@H](Cc2ccccc2)COCCS1(=O)=O,0,-4,-6,-0.5,3.3,-8,0.1,-5,-0.5
C[C@H](NC(=O)c1nc[nH]c1C(=O)NCC(=O)OC(C)(C)C)C(=O)OCc1ccccc1,0,2,15,0.4,-0.9,2,0.0,-6,4.2
O=C(CSc1nnc(-c2ccccc2)n1-c1ccc(Cl)cc1)N/N=C/c1ccccc1C(=O)O,-4,-2,-12,2.2,1.9,2,0.0,5,-2.8
Cc1cc(C)n2nc(C(=O)N/N=C/c3cn(C)nc3C)nc2n1,?,-1,-2,0.0,-4.6,-10,?,3,-1.4

# One compound at a time, from the list above:
# `CCOC(=O)c1ccc(N2C(=O)C(CC(=O)NC)N(CCc3ccc(OC)c(OC)c3)C2=S)cc1` (configuration not stated) is listed with BoNT F protease = -8; Mtb FBA inh = 3; CCHF vOTU inh = 5; BioA inh = -0.1&0.6; UGM FP inh = -2.4; PrPC surface inh = -6; BoNT A protease = 0.2; GDH-TPI inh = -4; FadD28 FP inh = -1.8
# `Cc1cc(C)n2nc(C(=O)N/N=C/c3cn(C)nc3C)nc2n1` is listed with BoNT F protease = ?; Mtb FBA inh = -1; CCHF vOTU inh = -2; BioA inh = 0.0; UGM FP inh = -4.6; PrPC surface inh = -10; BoNT A protease = ?; GDH-TPI inh = 3; FadD28 FP inh = -1.4

# The listing picks up with the 2 entries that preceded the break.
SMILES,BoNT F protease,Mtb FBA inh,CCHF vOTU inh,BioA inh,UGM FP inh,PrPC surface inh,BoNT A protease,GDH-TPI inh,FadD28 FP inh
O=C(CSc1nnc(-c2ccccc2)n1-c1ccc(Cl)cc1)N/N=C/c1ccccc1C(=O)O,-4,-2,-12,2.2,1.9,2,0.0,5,-2.8
Cc1cc(C)n2nc(C(=O)N/N=C/c3cn(C)nc3C)nc2n1,?,-1,-2,0.0,-4.6,-10,?,3,-1.4
O=C(COc1ncnc2ccc(Br)cc12)NCc1ccc2c(c1)OCO2,-6,-2,2,-0.6,-0.3,1,-0.8,6,-0.4
CC(=Nc1ccccc1C)C1=C(O)CSC1=O,9,1,-14,1.2,-1.6,-5,0.5,6,-0.2
O=C1COCCOCCOCCOCC(=O)NCCN1,2,-1,2,-0.8,-0.7,8,-0.3,1,-3.6
Cc1cccc(C(c2c(C)nn(-c3ccccc3)c2N)c2c(C)nn(-c3ccccc3)c2N)c1,-1,-2,14,nt,-1.1,11,-0.7,4,-0.7
COc1ccc(N2CCN(C(=O)CSc3ccccc3)CC2)cc1,6,-4,9,2.9,-2.0,0,0.2,-4,0.0
CC(=O)NNC(=O)CCC(=O)Nc1ccccc1,-9,4,-7,-4.2,1.3,4,-1.1,-4,1.3
O=C(CN1CCCC1)Nc1ccc(NC(=O)Nc2ccccc2)cc1,3,3,0,-1.2,0.2,-3,0.4,-9,-2.1
Cc1c(C(=O)O)sc2nc(C)n(C)c(=O)c12,-22,0,-10,-2.2,0.1,1,-0.1,7,-0.6
CCCN(CCC)CC(O)Cn1c2ccccc2c2ccccc21 (configuration not stated),-1,0,-1,nt,0.5,-1,-0.1,-1,-3.8

# This is a random part of the collection; any-hit rate near 4.8%.
